Neddyl block – cullin neddylation inhibition. P61081+Q13564. TR-FRET cullin neddylation, biochemical. calls only at 25 µM. actives 0.58% (n = 360,000); in the data active = inhibition above about 36%
Target sequence (P61081 whole entry, looked up): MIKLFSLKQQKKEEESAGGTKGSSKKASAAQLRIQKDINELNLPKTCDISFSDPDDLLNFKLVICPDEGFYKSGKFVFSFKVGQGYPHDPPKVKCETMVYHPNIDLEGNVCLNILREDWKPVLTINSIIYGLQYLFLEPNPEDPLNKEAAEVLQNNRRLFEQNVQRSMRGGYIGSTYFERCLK
Target sequence (Q13564 whole entry, looked up): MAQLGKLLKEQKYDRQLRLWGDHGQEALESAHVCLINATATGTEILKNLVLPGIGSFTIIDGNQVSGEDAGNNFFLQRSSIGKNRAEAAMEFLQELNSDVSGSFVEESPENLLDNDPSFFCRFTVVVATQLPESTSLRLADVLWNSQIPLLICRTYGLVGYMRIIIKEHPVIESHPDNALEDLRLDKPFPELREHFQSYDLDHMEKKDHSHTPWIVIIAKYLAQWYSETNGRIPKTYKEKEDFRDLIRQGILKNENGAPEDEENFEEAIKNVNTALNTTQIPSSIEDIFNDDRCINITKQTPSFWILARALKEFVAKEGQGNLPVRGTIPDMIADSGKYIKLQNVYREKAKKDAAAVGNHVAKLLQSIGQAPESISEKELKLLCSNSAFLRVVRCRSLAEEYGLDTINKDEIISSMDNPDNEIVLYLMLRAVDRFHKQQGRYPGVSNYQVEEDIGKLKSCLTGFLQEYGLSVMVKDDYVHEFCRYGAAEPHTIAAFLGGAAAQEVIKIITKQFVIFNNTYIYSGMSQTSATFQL
MsrA inh – inhibits bovine methionine sulfoxide reductase A; purified bovine MsrA, absorbance read-out; inhibition, % at 15.5 µM; actives 0.75% (n = 360,000); in the data active = inhibition above about 4.5%;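 note: 0% = vehicle wells with enzyme and 100% = reference inhibitor wells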
bovine MsrA act – activators of bovine methionine sulfoxide reductase A; purified bovine MsrA, absorbance read-out; activation, % at 10.6 µM; actives 0.3% (n = 360,000); AID 602163; in the data active = activation above about 7.5%;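 note: 0% = vehicle and 100% = reference activator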
Rin1 Abl inh – blocks binding of human Rin1 to Abl; actives 0.4% (n = 360,000); inhibition, % at 7.35 µM; AID 588664; P00519+Q13671; TR-FRET Rin1/Abl binding, biochemical; in the data active = inhibition above about 5%, passing the limit was not always enough
FAS TE block – blocks the thioesterase domain of human fatty acid synthase; P49327; recombinant FAS-TE, OMFH fluorogenic substrate, fluorescence endpoint; inhibition, % at 15 µM; actives 0.67% (n = 360,000); AID 602261;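 active = compounds whose normalised, plate-corrected inhibition of enzyme fluorescence in the single-dose primary screen is 50% or more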;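 note: 0% = DMSO with enzyme and 100% = substrate without enzyme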
PABP1 MLLE inh – inhibitors of microRNA-mediated deadenylation, human PABP1 MLLE binding; GST-MLLE / FITC-PAM2 fluorescence polarization; inhibition, % at 20 µM; actives 0.36% (n = 360,000); in the data active = inhibition above about 35%, passing the limit was not always enough;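 note: plate controls were DMSO wells with GST-MLLE for no effect and wells lacking GST-MLLE protein for full effect; some results filed as inactive read as strong as hits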
TbMetRS inhib – Trypanosoma brucei MetRS inhibition. purified T. brucei MetRS, ATP depletion, Kinase-Glo luminescence. inhibition, % at 11.9 µM. actives 0.4% (n = 360,000). AID 624268;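 active = inhibition above a per-plate cutoff of the control wells' mean inhibition plus 3 SD, cut at about 5.5% in these data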;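 note: 0% = DMSO wells median and 100% = median of wells with control inhibitor compound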
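Material: parasite MetRS enzyme / Replication: singlicate, one well per compound / Signal: luminescence of leftover ATP / Schedule: 2 h aminoacylation at 25 °C after 15 min preincubation / Medium: HEPES-MgCl2-KCl buffer plus DTT, spermine, BSA, pyrophosphatase / Doses: 11.9 µM single point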
CSN deneddyl inh – inhibitors of human CSN-mediated cullin deneddylation | Q92905 | Purified CSN, SCF-Nedd8-OG deneddylation, fluorescence polarization | inhibition, % at 12.5 µM | actives 0.38% (n = 360,000);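 active = pattern-corrected inhibition above about 35%, with an unprinted fluorescence ratio check between 0.5 and 1.5, limit read from the data, passing the limit was not always enough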;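 note: 0% = enzyme with substrate and 100% = substrate without enzyme; some results filed as inactive read as strong as hits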
Target sequence (Q92905 whole entry, looked up, one chain of several): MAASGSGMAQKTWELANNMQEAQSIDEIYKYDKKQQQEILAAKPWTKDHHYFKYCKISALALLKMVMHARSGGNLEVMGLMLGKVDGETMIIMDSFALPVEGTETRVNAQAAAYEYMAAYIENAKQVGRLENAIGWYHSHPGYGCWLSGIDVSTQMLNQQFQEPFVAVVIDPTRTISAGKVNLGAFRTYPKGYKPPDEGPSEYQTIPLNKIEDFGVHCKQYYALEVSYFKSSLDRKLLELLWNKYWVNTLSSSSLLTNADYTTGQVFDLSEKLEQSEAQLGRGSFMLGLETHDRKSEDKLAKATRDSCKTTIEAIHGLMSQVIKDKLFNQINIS
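Assay system: purified human Csn5 enzyme expressed in HEK293T cells; measure: % inhibition; also added: SCFSkp2-Nedd8OG substrate at 10 nM final; technique: fluorescence polarization; times: reaction 90 min, room temperature; medium: Tris buffer pH 7.5, NaCl, DTT, Tween-20, trehalose, ovalbumin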
E coli Lon inh – E. coli protease La inhibition | P0A9M0 | purified E. coli Lon protease, fluorescence polarization | inhibition, % at 7.94 µM | actives 0.42% (n = 360,000) | AID 602123; in the data active = inhibition above about 13%, passing the limit was not always enough;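 note: 0% = enzyme with probe and DMSO and 100% = no enzyme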
* = called active by the depositor; i = inactive; x = no result given.

SMILES	Neddyl block	MsrA inh	bovine MsrA act	Rin1 Abl inh	FAS TE block	PABP1 MLLE inh	TbMetRS inhib	CSN deneddyl inh	E coli Lon inh
Cc1cccnc1NC(=O)CNC(=O)C1CCCCC1	i	-0.9	-1.1	3.5	-6.4	-10.4	-0.1	-2.7	-1.1
COc1ccc(NC(=O)N2CCN(CCC#N)CC2)cc1	i	0.3	-0.7	-1.2	-6.5	3.0	0.1	-4.8	2.5
Cc1nn(C(=O)CN2C(=O)c3ccccc3C2=O)c(C)c1Br	i	-0.4	1.1	0.4	-1.1	11.3	-0.2	5.0	9.2
COc1cccc2c1cc1c(=O)n(CC(=O)NC3CCCCC3)nc(C)n12	i	x	-4.1	3.7	-6.2	3.3	0.1	-1.0	-7.6
Cc1cc(OCCn2ccnc2)cc(C(C)C)c1	i	-1.0	-3.5	-0.6	-10.6	15.5	-1.4	1.9	3.1
CCOC(=O)C1CCN(C(=O)C23CC4CC(CC(C4)C2)C3)CC1	i	-0.5	-14.2	3.1	-6.3	-0.3	-1.6	-3.3	-0.9
COc1ccccc1N(CC(=O)N1CCCC1)S(=O)(=O)c1cc([N+](=O)[O-])ccc1Cl	i	-1.3	-6.0	1.3	1.8	-1.1	-0.6	2.8	3.1
O=C(Cn1c(C(F)(F)F)nc2ccccc21)Oc1cccc(C(F)(F)F)c1	i	-0.2	-12.5	-1.1	24.4	-1.2	-1.7	-0.2	-2.9
CCOc1ccc(NC2=CC(=O)CCC2)cc1	i	0.5	-14.7	0.1	-2.1	0.2	-1.5	-4.3	9.5
CC(=O)c1cccc(NC(=O)C2CCN(C(=O)c3ccccc3Cl)CC2)c1	i	0.6	-4.0	-0.7	-1.6	10.7	-0.3	-1.1	13.0

The last 2 records of the part before open the next one:
SMILES	Neddyl block	MsrA inh	bovine MsrA act	Rin1 Abl inh	FAS TE block	PABP1 MLLE inh	TbMetRS inhib	CSN deneddyl inh	E coli Lon inh
CCOc1ccc(NC2=CC(=O)CCC2)cc1	i	0.5	-14.7	0.1	-2.1	0.2	-1.5	-4.3	9.5
CC(=O)c1cccc(NC(=O)C2CCN(C(=O)c3ccccc3Cl)CC2)c1	i	0.6	-4.0	-0.7	-1.6	10.7	-0.3	-1.1	13.0
O=C(N/N=C/c1c(Cl)cccc1Cl)C(=O)NC1CC1	i	-1.7	3.0	-0.8	-1.4	-4.1	-0.3	-2.7	3.7
CC(C)CC(=O)NC(=S)NNC(=O)c1ccc(NC(=O)C2CCCCC2)cc1	i	2.3	-2.3	-0.5	-6.4	1.4	0.3	-0.7	6.8
CCOC(=O)N1CCC(N2C(=O)c3ccccc3C2Nc2ccccc2)CC1 (stereo not drawn)	i	0.7	-2.6	0.2	-0.2	0.6	-0.7	0.3	-1.7
CC(NC(=O)c1ccc(CS(=O)(=O)Cc2ccccc2F)o1)c1ccc2c(c1)OCCO2 (stereo not drawn)	i	0.0	-1.3	-3.0	3.5	3.5	0.2	2.3	-4.8
N#CC1=C(N)OC2=C(CN(Cc3ccccc3)C/C2=C\c2cccnc2)C1c1cccnc1 (stereo not drawn)	i	0.4	6.8	-2.3	-3.3	5.8	-0.5	-4.0	3.7
O=C(O)c1c(-c2ccccc2)cnc2ccccc12	i	-1.1	-0.9	1.8	-8.6	2.9	-0.1	-0.2	-5.2
COc1ccc(C(=O)NC(=S)NNC(=O)c2ccc(NC(=O)C(C)C)cc2)cc1	i	3.7	-1.7	-3.8	-3.9	-27.1	-0.5	-2.6	3.7
CCn1c(N)c(C(=O)NCCOC)sc1=S	i	2.4	-3.0	-1.9	-8.1	25.0	0.8	5.1	-1.5
Cc1cc(C)n(C(=O)c2ccc(S(=O)(=O)N3CCCC3)cc2)n1	i	-0.5	-3.5	0.7	3.3	3.5	-0.5	5.5	3.8
O=C(CCc1ccccc1)NN1C(=O)C2C3C=CC(C3)C2C1=O (stereo not drawn)	i	0.5	-4.7	3.6	-3.2	-1.4	-0.9	10.1	-7.5

Quoted at random: 5 compounds from above, in no set order.
SMILES	Neddyl block	MsrA inh	bovine MsrA act	Rin1 Abl inh	FAS TE block	PABP1 MLLE inh	TbMetRS inhib	CSN deneddyl inh	E coli Lon inh
Cc1cc(C)n(C(=O)c2ccc(S(=O)(=O)N3CCCC3)cc2)n1	i	-0.5	-3.5	0.7	3.3	3.5	-0.5	5.5	3.8
N#CC1=C(N)OC2=C(CN(Cc3ccccc3)C/C2=C\c2cccnc2)C1c1cccnc1 (stereo not drawn)	i	0.4	6.8	-2.3	-3.3	5.8	-0.5	-4.0	3.7
CC(NC(=O)c1ccc(CS(=O)(=O)Cc2ccccc2F)o1)c1ccc2c(c1)OCCO2 (stereo not drawn)	i	0.0	-1.3	-3.0	3.5	3.5	0.2	2.3	-4.8
CCOC(=O)N1CCC(N2C(=O)c3ccccc3C2Nc2ccccc2)CC1 (stereo not drawn)	i	0.7	-2.6	0.2	-0.2	0.6	-0.7	0.3	-1.7
O=C(O)c1c(-c2ccccc2)cnc2ccccc12	i	-1.1	-0.9	1.8	-8.6	2.9	-0.1	-0.2	-5.2

Continued.
SMILES	Neddyl block	MsrA inh	bovine MsrA act	Rin1 Abl inh	FAS TE block	PABP1 MLLE inh	TbMetRS inhib	CSN deneddyl inh	E coli Lon inh
CCOC(=O)N=Nc1c(O)n(CC(=O)OC)c2ccccc12	i	1.5	-10.1	-0.4	-11.5	5.9	-0.1	6.4	-0.5
CCOC(=O)c1c(C)n(C)c2ccc(O)c(S(=O)(=O)c3ccccc3)c12	i	x	-2.3	3.2	3.9	6.0	0.4	2.2	-2.8
CC1CN(C(NC(=O)c2ccccc2)C(Cl)(Cl)Cl)CC(C)O1 (stereo not drawn)	i	-1.2	-7.2	-0.6	0.6	-9.7	-0.3	-0.7	-4.2
CS(=O)(=O)c1cccc(C(=O)Nc2cccc(S(=O)(=O)N3CCCC3)c2)c1	i	-0.9	-2.2	-3.0	1.5	-22.5	-0.1	-2.7	-1.8
O=C(Nc1cccc(NC(=O)c2cccnc2Cl)c1)c1ccco1	i	0.0	0.6	-0.8	-1.7	-9.4	-0.7	-2.7	6.1
COc1cc(CNn2c(C)n[nH]c2=S)cc(Cl)c1OCC(=O)NC(C)(C)C	i	-0.4	0.0	-1.1	-5.7	-4.3	0.3	-1.1	-8.3
COCC1CCN(Cc2cn[nH]c2-c2ccc(OC)c(F)c2)C1 (stereo not drawn)	i	-0.9	3.0	-0.8	-7.3	7.4	-0.2	-3.9	1.6
Cc1ccc(NC(=O)COC(=O)c2c(-c3ccccc3)noc2C)c(C)c1	i	0.8	-1.8	3.1	5.3	-0.2	-0.2	-3.2	-12.9
COc1ccc(C(c2nnnn2Cc2ccccc2)N2CCN(C(=O)c3ccco3)CC2)cc1OC (stereo not drawn)	i	1.1	-6.1	-1.4	-6.0	10.0	-1.0	3.6	0.5
CCC/C(=N\NC(=O)Cc1csc(N2CCOCC2)n1)c1ccccc1	i	-0.2	-4.0	-0.1	7.6	5.5	0.1	-2.9	-1.8
COc1ccc([C@H]2CC(=O)C[C@@H](CCn3cc(CC4CCCC4)nn3)O2)cc1	i	0.0	0.8	x	7.1	x	-0.5	0.8	3.1
CN(C)CCNC(=O)c1ccc(-c2cn3c(-c4ccc(Oc5ccccc5)cc4)cnc3cn2)cc1	x	1.3	1.8	-7.3	-6.0	-11.4	0.1	9.8	4.9
O=C(O)[C@H]1CCCC[C@H]1C(=O)NCCNC(=O)[C@@H]1CCCC[C@@H]1C(=O)O	i	-0.9	-3.2	2.2	-5.1	-2.4	-0.2	5.6	-3.9
Cc1cccc(-n2nc3c(c2NC(=O)c2ccc4c(c2)OCO4)CS(=O)(=O)C3)c1C	i	0.5	-5.5	5.4	0.6	13.7	-0.1	-3.9	0.3
CC(C)n1c(O)c(N=NC(=O)Cc2csc(N3CCOCC3)n2)c2ccccc21	i	1.0	-1.1	0.2	-4.3	-9.5	0.1	-7.0	0.9
CC1(c2ccccc2)NC(=O)N(CC(=O)N2CCOCC2)C1=O (stereo not drawn)	i	1.1	2.2	-1.1	-5.4	3.4	-0.6	-8.9	-1.8
O=C(NS(=O)(=O)c1ccccc1)c1ccccc1O	i	-0.6	-4.0	2.8	-0.6	2.5	-0.4	-5.8	-4.9
COc1cnc(-c2cccc(C(F)(F)F)c2)nc1OC	i	1.8	1.9	-0.5	6.0	-1.1	-0.6	5.9	-15.4
Nc1nccc(-c2cc(-c3ccc(Cl)cc3Cl)no2)n1	i	0.3	1.4	2.3	-1.8	-2.8	0.0	-0.3	5.4
O=C(c1cc(Cl)cc(Cl)c1)N1CCC(=O)N([C@H](COCc2ccccc2)Cc2ccccc2)CC1	i	-0.3	1.0	x	13.8	x	-0.2	2.7	-6.9
COCCn1nnnc1CN(Cc1cc2cc(OC)c(OC)cc2[nH]c1=O)C1CCCC1	x	1.5	0.7	3.8	-7.1	4.6	0.1	-11.1	-6.6
Nc1ccccc1SC1CC(=O)N(c2ccccc2Cl)C1=O (stereo not drawn)	i	-0.3	0.9	-2.2	-6.5	17.3	-0.5	-2.5	3.2
COCCn1c(C)cc(/C=C(\C#N)C(=O)OCC(=O)N(C)c2c(N)n(Cc3ccccc3)c(=O)[nH]c2=O)c1C	i	3.2	-4.6	-0.3	-2.4	-15.0	-0.2	-1.7	-14.0
COC(=O)c1cc(NC(=O)c2cc(C)oc2C)cc(C(=O)OC)c1	i	-0.3	1.9	2.6	5.0	-20.0	-0.8	6.3	-13.9
CN1OC[C@@H]2CN(Cc3ccccc3)[C@H](c3cccc(-c4ccccc4)c3)C[C@@H]21	i	0.9	-3.4	-1.5	27.8	-5.0	-1.2	1.0	5.5
CCOC(=O)C1=C(C)NC2=C(C(=O)CCC2)C1c1cccnc1 (stereo not drawn)	x	2.1	-3.4	11.2*	-5.5	-3.0	0.3	-2.6	-2.6
CC1CCN(Cc2nnnn2-c2ccc(Cl)cc2)CC1	i	-0.3	-2.1	0.3	-6.0	5.2	0.1	-17.0	0.6
O=C1/C(=C\c2ccccc2)CCC/C1=C/c1ccccc1	i	0.3	-1.5	-1.0	21.5	4.2	-0.5	6.4	-2.7
Cc1ccc(C)c(NC(=S)/C(=C(\[O-])c2ccc(OC(F)F)cc2)[n+]2ccccc2)c1	i	2.1	0.5	0.1	-7.2	-7.6	0.4	-5.4	4.8
Cc1sc2ncn(-c3ccccc3)c(=O)c2c1C	i	3.1	-4.4	0.7	-1.3	-5.2	0.1	-4.8	-6.6
O=C(Cc1cccs1)Nc1nc2ccccc2s1	i	0.2	0.4	-1.7	-2.0	0.3	-0.3	-0.7	7.6
CCOc1ccc2nc(SCC(=O)Nc3ccc4[nH]c(=O)[nH]c4c3)[nH]c2c1	i	0.6	-6.3	1.2	-4.7	-70.7	-0.4	-2.9	3.3
CCOc1ccc(/C=C(/C#N)c2nnc(N3CCOCC3)n2-c2ccccc2)cc1OC	i	6.3*	-3.1	-3.4	-4.5	-1.7	-0.3	0.9	7.3
COc1ccc(OC)c(Nc2nc(-c3cccc([N+](=O)[O-])c3)nc3ccccc23)c1	i	-0.5	-3.1	2.0	19.0	-8.7	0.3	3.9	-8.6
COc1ccc(NC(=O)C2CCCCN2S(=O)(=O)c2ccc(F)cc2)c(OC)c1 (stereo not drawn)	i	-1.4	-12.0	-2.5	1.7	-1.2	-1.0	3.7	-3.4
CCOC(=O)NC(Nc1cc(C)ccn1)(C(F)(F)F)C(F)(F)F	i	0.3	-14.5	-0.4	0.0	-7.9	-1.8	-1.9	-10.2
CCCCN(CC)C(=O)C1CCCN(S(=O)(=O)c2cccc3nsnc23)C1 (stereo not drawn)	i	1.2	-1.1	-3.3	-1.3	-16.0	-0.4	-0.8	-7.7
